# GSTO1 counter – GSTO1 inhibition, counter-screen for RBBP9 inhibitors; P78417; recombinant GSTO1, activity-based probe fluorescence polarization; inhibition, % at 5.96 µM; 300,000 compounds, 1.1% hits; AID 1974;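 active = inhibition above the campaign mean inhibition plus 3 SD, cut at about 35% in these data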;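 also: 0% = GSTO1-1 with DMSO and 100% = wells lacking GSTO1-1 enzyme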
# Target sequence (P78417 whole entry, looked up): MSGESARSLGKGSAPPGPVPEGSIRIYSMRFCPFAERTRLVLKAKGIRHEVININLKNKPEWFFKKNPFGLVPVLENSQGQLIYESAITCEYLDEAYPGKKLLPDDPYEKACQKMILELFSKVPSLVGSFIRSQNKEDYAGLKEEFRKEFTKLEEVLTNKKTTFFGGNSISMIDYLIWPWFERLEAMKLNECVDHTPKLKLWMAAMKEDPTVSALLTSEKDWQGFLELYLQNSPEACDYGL
# PAFAH1B3 inh – PAFAH1B3 (human) inhibition; recombinant PAFAH1B3, FP-rhodamine probe, fluorescence polarization; inhibition, % at 3.39 µM; 340,000 compounds, 0.28% hits; AID 492972;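 active = inhibition above the screen-wide average of all tested compounds plus 3 SD, cut at about 25% in these data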;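 also: 0% = enzyme with DMSO only and 100% = wells lacking PAFAH1B3 protein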
# LYPLA2 inh – blocks human lysophospholipase 2, a PME1 counter-screen. recombinant LYPLA2, FP-Rh probe fluorescence polarization. inhibition, % at 5.9 µM. 320,000 compounds, 0.38% hits;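 active = inhibition above the screen-wide mean plus 3 SD, limit set per campaign, cut at about 26% in these data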;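 also: 0% = LYPLA2 with DMSO and 100% = wells lacking LYPLA2 enzyme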
# PME-1 inh – PME-1 (human) inhibition | Q9Y570 | recombinant PME-1, FP-Rh probe fluorescence polarization | inhibition, % at 5.9 µM | 320,000 compounds, 0.53% hits | AID 2130;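 active = inhibition above the campaign mean of all compounds plus 3 SD, cut at about 26% in these data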;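 also: competitive labeling of PME-1 active site by serine hydrolase directed probe; 0% = PME-1 with DMSO and 100% = wells lacking PME-1 enzyme; inhibitors block probe labeling so polarization falls and inhibition rises; many of its hits are not listed in these tables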
# Target sequence (Q9Y570 whole entry, looked up): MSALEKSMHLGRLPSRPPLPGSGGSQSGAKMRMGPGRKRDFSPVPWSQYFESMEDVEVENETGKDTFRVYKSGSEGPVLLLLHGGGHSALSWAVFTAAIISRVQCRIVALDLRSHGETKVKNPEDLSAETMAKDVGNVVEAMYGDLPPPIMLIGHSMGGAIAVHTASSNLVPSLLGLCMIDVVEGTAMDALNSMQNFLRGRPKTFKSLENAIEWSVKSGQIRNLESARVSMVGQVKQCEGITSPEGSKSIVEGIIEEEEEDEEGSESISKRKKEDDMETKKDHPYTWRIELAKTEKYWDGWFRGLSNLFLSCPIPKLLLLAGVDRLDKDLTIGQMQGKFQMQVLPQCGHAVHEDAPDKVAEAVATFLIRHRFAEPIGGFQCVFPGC
# PAD4 inh – PAD4 (human) enzyme inhibition | AID 485272 | recombinant PAD4, RCA probe fluorescence polarization | inhibition, % at 6.36 µM | 330,000 compounds, 0.41% hits | Q9UM07;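 active = percent inhibition above a cutoff equal to the mean of all tested compounds plus 3 SD, cut at about 15% in these data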;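 also: 0% = PAD4 with RCA probe and DMSO and 100% = probe without PAD4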
# PREPL inhibitor – inhibitors of human prolyl oligopeptidase-like enzyme PREPL; inhibition, % at 5.96 µM; 320,000 compounds, 0.68% hits; Q4J6C6; recombinant PREPL, fluorescence polarization activity-based probe; AID 2751; in the data active = inhibition above about 43%;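 also: 0% = enzyme with DMSO and 100% = wells lacking enzyme; many of its hits are not listed in these tables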
# PAFAH1B2 FP inh – PAFAH1B2 (human) inhibition; 340,000 compounds, 1.2% hits; AID 492953; P68402; recombinant PAFAH1B2, FP-rhodamine activity probe, fluorescence polarization; inhibition, % at 3.39 µM;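 active = inhibition above the mean of all tested compounds plus 3 SD, cut at about 24% in these data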;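 also: 0% = enzyme with DMSO and 100% = wells lacking PAFAH1B2; many of its hits are not listed in these tables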
# LYPLA1 inh – blocks human lysophospholipase 1, a PME1 counter-screen; recombinant LYPLA1, FP-Rh probe fluorescence polarization; inhibition, % at 5.9 µM; AID 2174; 320,000 compounds, 0.16% hits; O75608;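 active = inhibition above the mean of all tested compounds plus 3 SD, set per campaign, cut at about 14% in these data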;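 also: inhibitors block serine hydrolase probe labeling of LYPLA1 so polarization falls; 0% = enzyme with DMSO and 100% = wells lacking LYPLA1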
# pPAFAH inh – pPAFAH (human) enzyme inhibition; Q13093; recombinant pPAFAH, FP-rhodamine probe fluorescence polarization; AID 463082; inhibition, % at 3.39 µM; 330,000 compounds, 1.5% hits;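 active = inhibition above the mean inhibition across the screen plus 3 SD, cut at about 25% in these data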;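 also: inhibitors block binding of the rhodamine activity-based probe so polarization drops; 0% = enzyme with DMSO and 100% = wells lacking pPAFAH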
# Target sequence (Q13093 whole entry, looked up): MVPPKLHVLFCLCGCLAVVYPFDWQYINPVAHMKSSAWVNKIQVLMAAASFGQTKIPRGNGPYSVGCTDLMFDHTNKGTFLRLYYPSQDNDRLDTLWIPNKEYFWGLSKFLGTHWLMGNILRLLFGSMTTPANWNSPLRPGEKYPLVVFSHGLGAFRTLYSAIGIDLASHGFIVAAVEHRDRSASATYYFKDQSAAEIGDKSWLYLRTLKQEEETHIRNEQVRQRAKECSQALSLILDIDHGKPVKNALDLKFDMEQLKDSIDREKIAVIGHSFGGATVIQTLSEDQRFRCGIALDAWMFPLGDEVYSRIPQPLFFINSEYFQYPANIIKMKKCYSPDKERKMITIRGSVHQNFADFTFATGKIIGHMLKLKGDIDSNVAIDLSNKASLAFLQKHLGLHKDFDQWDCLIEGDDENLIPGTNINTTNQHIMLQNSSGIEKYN
# An asterisk follows results filed as active; . = not tested or not shown; & = joins results of further samples; ! = not active in a repeat. This is a subset. The share of hits here may be higher or lower than overall.
SMILES,GSTO1 counter,PAFAH1B3 inh,LYPLA2 inh,PME-1 inh,PAD4 inh,PREPL inhibitor,PAFAH1B2 FP inh,LYPLA1 inh,pPAFAH inh
O=C1NCCN1c1ccc(CN2CCN(C3CCCCC3)C(CCO)C2)cc1 (configuration not stated),8,9,-1,-6,0,8,2,3,-4
CC1=CC(C)(C)N(C(=O)CSc2ncn[nH]2)c2ccc(C)cc21,4,4,4,1,1,1,2,2,-1
CC(C)CC(O)(c1ccccc1)C(CN1CCOCC1)c1ccccc1 (configuration not stated),-5,4,-2,-5,-3,9,16,-4,3
O=C(NC1CCCc2ccccc21)C1CCN(S(=O)(=O)N2CCCCCC2)CC1 (configuration not stated),-1,1,8,5,2,2,1,1,9
CC(=O)Nc1cccc(C(=O)OCC(=O)NC(=O)Cc2ccccc2)c1,7,3,-6,-3,3,-2,4,-2,2
CCCNC(=S)N1CCC(NC(=O)C2CCCCC2)CC1,6,4,1,-2,-2,1,0,0,3
COc1cccc(-c2noc(CCCC(=O)Nc3ccc(C(N)=O)cc3)n2)c1,0,6,-6,1,-2,7,-1,-5,1
CC1(C)CC(N2CCCC2)=CC(=[N+]2CCCCC2)C1,3,7,1,0,3,3,4,-3,-3
Cc1ccc([N+](=O)[O-])cc1NC(=O)C(Sc1ccccc1)c1ccccc1 (configuration not stated),1,-5,-14,6,-2,12,0,2,-4
O=C(Cc1cc(=O)[nH][nH]1)N/N=C/c1cccc(Cl)c1Cl,35*!,7&-4,-3&0,0&-4,-10&9,14&30,-1&6,2&-8,23&23
O=C(Nc1ccc(NC(=O)c2sc3ccccc3c2Cl)cc1Cl)c1ccco1,-14,-12,-9,-13,-1,-10,-6,-6,2
CC(C)(C)CC(=O)Nc1ccccc1N1CCN(c2ccccc2)CC1,5,-1,-1,-5,2,4,3,-1,9
CCOC(=O)Cc1csc(NC(=O)Cn2c(=O)oc3ccccc32)n1,5,-3,-5,-5,0,-7,0,-3,-6
CC1CC(C)(C)NC(=S)N1CCCC(=O)Nc1ccc(F)c(F)c1 (configuration not stated),2,2,4,-2,0,16,5,3,1
Cc1ccc(NC(=O)CN(C)C(=O)COC(=O)CNS(=O)(=O)c2ccc(Br)cc2Cl)cc1,5,8,3,1,3,-1,10,2,7
COc1ccc(OC)c(S(=O)(=O)Nc2cccc(-c3ccc4nncn4n3)c2)c1,0,9,4,5,1,-3,-1,0,1
CCCCN(C(=O)c1ccc(S(=O)(=O)N(CC)CC)cc1)c1c(N)n(CCC)c(=O)[nH]c1=O,3,-1,-5,0,-3,2,-3,0,-1
O=C1c2ccccc2C(=O)c2c1cccc2N1CCOCC1,5,-1,4,1,4,9,1,2,8
COc1ccc(C(=O)NCc2nnc(SCC(=O)N3CCCc4ccccc43)o2)cc1OC,4,8,-5,8,0,-4,3,-2,-3
O=C(CCNC(=O)c1ccc(Br)cc1)NCCCSc1ccccc1,-3,-5,0,-1,1,-4,22,3,6
Cc1ccc(OC(=O)c2sc3ncn(C)c(=O)c3c2C)cc1,-4,4,9,10,-1,24,6,-4,-7
O=C(CN1C(=O)c2ccccc2C1=O)N1CCCCC1,8,2,2,4,0,6,4,1,3
Cc1ccc(-n2c(C)cc(C(=O)COc3c(CO)cc(F)cc3CO)c2C)cc1C,-6,0,-2,-3,-1,-6,-3,-2,11
O=C(/C=C/c1ccc2c(c1)OCO2)NCc1ccncc1,8,-3,-2,2,0,-1,6,-4,-2

# Single values from the list.
# Under PAFAH1B2 FP inh, `Cc1ccc(OC(=O)c2sc3ncn(C)c(=O)c3c2C)cc1` has the entry 6
# Under PME-1 inh, `O=C(CCNC(=O)c1ccc(Br)cc1)NCCCSc1ccccc1` has the entry -1
# Under PAFAH1B3 inh, `O=C(NC1CCCc2ccccc21)C1CCN(S(=O)(=O)N2CCCCCC2)CC1` (configuration not stated) has the entry 1
# Under PAFAH1B2 FP inh, `CCCNC(=S)N1CCC(NC(=O)C2CCCCC2)CC1` has the entry 0
# Under PAFAH1B3 inh, `CC1CC(C)(C)NC(=S)N1CCCC(=O)Nc1ccc(F)c(F)c1` (configuration not stated) has the entry 2
# Under LYPLA2 inh, `CC(C)CC(O)(c1ccccc1)C(CN1CCOCC1)c1ccccc1` (configuration not stated) has the entry -2

# (next part)
SMILES,GSTO1 counter,PAFAH1B3 inh,LYPLA2 inh,PME-1 inh,PAD4 inh,PREPL inhibitor,PAFAH1B2 FP inh,LYPLA1 inh,pPAFAH inh
Cc1ccccc1NC(=O)Cc1nc(COC(=O)c2cccc(C)c2O)cs1,-5,0,-5,-5,-1,14,-3,-2,6
O=C(CSc1nc2ccccc2c2c1CCCC2)N1CCOCC1,-14,-7,3,2,2,15,5,-1,10
C=CCSc1nc2c(c(=O)[nH]c(=O)n2C)n1Cc1ccccc1,6,0,8,7,5,-8,5,2,-1
COc1ccc(CN2CCCC2C(=O)Nc2ccc(OC)c(OC)c2)cc1OC (configuration not stated),2,10,5,3,-5,17,4,0,2
C[C@H](CO)N1C[C@H](C)[C@@H](CN(C)Cc2ccc(-c3ccccc3)cc2)Oc2c(NS(=O)(=O)c3ccc(F)cc3)cccc2C1=O,.,-2,.,.,4,30,-2,.,11
Cc1ccc(C(=O)N/C(=C/c2ccc(-c3ccc(Br)cc3)o2)C(=O)NC2CCS(=O)(=O)C2)cc1 (configuration not stated),5,9,10,0,-1,-3,11,2,1
Cc1ccc(OCC(=O)N/N=C/c2ccco2)cc1,12,0,-3,-1,-5,29,-3,4,-2
CCOc1ccc2ccccc2c1/C=N/NC(=O)CNC(=O)c1ccccc1O,5,-3,-14,-4,-1,-5,1,-12,7
Cc1nnc(NC(=O)CSc2ccc(-c3ccco3)nn2)s1,54*,10,3,2,-2,3,-3,3,16
CCCCc1nc2cc(C(=O)NC3CCOC(C)(C)C3)ccc2o1 (configuration not stated),2,9,-4,1,2,7,2,2,1
C[C@H](CO)N1C[C@H](C)[C@@H](CN(C)CC2CCCCC2)Oc2ccc(NC(=O)CCN3CCOCC3)cc2C1=O,.,4,.,.,-2,1,0,.,0
CC(C)CCn1c(=O)c2ccccc2n2c(CCC(=O)NCC3CCCO3)nnc12 (configuration not stated),2,2,4,-5,-1,-7,5,0,6

# Full records as entered above. Order of values: GSTO1 counter | PAFAH1B3 inh | LYPLA2 inh | PME-1 inh | PAD4 inh | PREPL inhibitor | PAFAH1B2 FP inh | LYPLA1 inh | pPAFAH inh
# Listed for CCCCc1nc2cc(C(=O)NC3CCOC(C)(C)C3)ccc2o1 (configuration not stated) : 2 | 9 | -4 | 1 | 2 | 7 | 2 | 2 | 1
# Listed for CCOc1ccc2ccccc2c1/C=N/NC(=O)CNC(=O)c1ccccc1O : 5 | -3 | -14 | -4 | -1 | -5 | 1 | -12 | 7
# Listed for Cc1ccccc1NC(=O)Cc1nc(COC(=O)c2cccc(C)c2O)cs1 : -5 | 0 | -5 | -5 | -1 | 14 | -3 | -2 | 6

# (cont.)
SMILES,GSTO1 counter,PAFAH1B3 inh,LYPLA2 inh,PME-1 inh,PAD4 inh,PREPL inhibitor,PAFAH1B2 FP inh,LYPLA1 inh,pPAFAH inh
CCC(C)[C@H](NC(=O)NCc1ccco1)C(=O)OC (some centres not stated),3,8,-1,0,-2,3,6,4,3
O=C(NCC(=O)N1CCN(S(=O)(=O)/C=C/c2ccccc2)CC1)c1ccc(Cl)cc1,-6,5,-1,0,-2,-6,7,-5,1
CCN1CCN(C(=O)C(=O)c2cn(CC(=O)N(CC)CC)c3ccccc23)CC1,0,10,0,3,-6,7,5,6,-2
N#Cc1cc([N+](=O)[O-])ccc1NC(=O)CSc1n[nH]c(=O)n1C1CC1,.,7,7,6,2,17,7,-2,-2
O=C(Nc1ccc([N+](=O)[O-])cc1)Nc1cnccn1,-1,3,0,5,-3,-6,1,-6,-3
CSCCC(NS(=O)(=O)c1cccc(C(F)(F)F)c1)C(=O)Nc1ccccc1N1CCCC1 (configuration not stated),-9,3,-3,3,3,6,26*,-7,10
CCCOc1ccc(N2C(=O)CC(N(CCc3ccc(S(N)(=O)=O)cc3)C(C)=O)C2=O)cc1 (configuration not stated),3,6,0,-10,-5,11,4,0,-1
COc1ccc(OCC(=O)NNc2c3ccccc3nc3ccccc23)cc1,4,6,-1,-49,2,44*,-3,1,17
O=c1c(-c2c(O)cc(O)c3c2O[C@H](c2ccc(O)cc2)CC3)c(-c2ccc(O)cc2)oc2cc(O)cc(O)c12,.,14,.,.,-5,34,17,.,19
Cc1c(S(=O)(=O)N2CCCCC2)c(=O)n(C)c(=O)n1C,2,0,-1,1,5,-10,0,4,9
CCCN(CC(=O)Nc1ccccc1C)C(=O)CCl,81*,-1,5,0,-1,-6,-1,-1,1
CCn1c(C)[n+](CC(O)COCC2CC=CCC2)c2ccccc21 (configuration not stated),3,4,0,6,-4,26,-3,-1,1
COc1ccc(CN(C)S(=O)(=O)c2nnc(NC(=O)c3cccc(C)c3)s2)cc1OC,-48,-8,-3,-10,-4,-4,-3,-2,5
O=C(c1ccccc1)C(O)C(c1ccccc1)N1CCOCC1 (configuration not stated),4,15,1,1,2,-6,5,8,3
CC(Sc1nnc(C2CC2)n1Cc1ccccc1)C(=O)N1CCNC1=O (configuration not stated),.,0,0,4,-1,4,-2,2,3
Cc1ccsc1C(=O)OCC(=O)N1CC(=O)Nc2ccccc21,8,0,6,-3,-1,-18,-1,3,5
O=C(Oc1cccc(Cl)c1)N1CCOCC1,3,6,-1,0,-1,-2,-2,-1,6
CCc1ccc2nc(N(CCCN(C)C)C(=O)c3ccc(S(=O)(=O)N4CCCC4)cc3)sc2c1,-6,15,6,-2,0,-5,3,2,1
COc1ccccc1NC(=S)NCc1ccc2c(c1)cc(C)n2C,3,6,-2,6,5,35,2,-5,6
CC(CC(=O)Nc1ccc(F)c([N+](=O)[O-])c1)c1ccccc1 (configuration not stated),12,9,19,5,-3,2,6,-1,5
COc1cc(/C=C2/C(=O)c3cccc([N+](=O)[O-])c3C2=O)c(Br)cc1O,47*,40*,4,32*,-6,31,17,1,32*
CCNC(=S)N/N=C/c1ccc(OCCOc2ccccc2C)cc1,8,2,-4,4,1,0,-2,-2,-3
CCOC(=O)C(C(=O)NCCCN1CCOCC1)C1CCCCC1 (configuration not stated),1,-1,4,-1,2,-8,8,3,-1
COc1ccc(NC(=O)c2ccc(NC(=O)CN3CCN(c4ccccc4)CC3)cc2)cc1,.,4,.,.,-4,12,-1,.,2

# Some of these compounds in order of count of non-hydrogen atoms, rising.
SMILES,GSTO1 counter,PAFAH1B3 inh,LYPLA2 inh,PME-1 inh,PAD4 inh,PREPL inhibitor,PAFAH1B2 FP inh,LYPLA1 inh,pPAFAH inh
CC(CC(=O)Nc1ccc(F)c([N+](=O)[O-])c1)c1ccccc1 (configuration not stated),12,9,19,5,-3,2,6,-1,5
Cc1ccsc1C(=O)OCC(=O)N1CC(=O)Nc2ccccc21,8,0,6,-3,-1,-18,-1,3,5
COc1cc(/C=C2/C(=O)c3cccc([N+](=O)[O-])c3C2=O)c(Br)cc1O,47*,40*,4,32*,-6,31,17,1,32*
COc1ccc(CN(C)S(=O)(=O)c2nnc(NC(=O)c3cccc(C)c3)s2)cc1OC,-48,-8,-3,-10,-4,-4,-3,-2,5
CCc1ccc2nc(N(CCCN(C)C)C(=O)c3ccc(S(=O)(=O)N4CCCC4)cc3)sc2c1,-6,15,6,-2,0,-5,3,2,1

# Bioassay records: PubChem BioAssay, The Scripps Research Institute Molecular Screening Center
